KDM5B inh = Primary screen for KDM5B Histone Demethylases FDH-coupled qHTS. Lysine-specific demethylase 5B (Homo sapiens), Q9UGL1. KDM5B demethylase, FDH-coupled NADH fluorescence (FDH is formaldehyde dehydrogenase). Potency, µM (highest dose often 57.7 µM), inactives show at the top dose activity change, negative = inhibition, hits mostly inhibitors. actives 2.6% (n = 220,000); active = well fitted inhibition curve with a large enough effect; inconclusive = small, poorly fitted or top-dose-only effect; inactive = no such curve, though single readings can be large or run the other way; note: 0% is about no effect; nearly all actives have a fitted effect of over 70% in size
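Here, H3K4me3 peptide (12.5 µM in substrate mix) is demethylated by KDM5BΔAP, 200 nM final, after 10 min compound exposure. Formaldehyde product is coupled through FDH (0.25 U/mL in mix) to NADH fluorescence; 30-min ΔRFU feeds dose-response curves.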
Numbers without * were called inactive; i = inactive; ? = inconclusive; [ ] = another dose, or the depositor's remark. Potency is the fitted concentration of half-maximal effect. Only part of the results is shown; the hit share may differ from the screen's.

The opening 6 records, ahead of the listing:
SMILES	KDM5B inh
CCC(C)(C)C(=O)N1CC2CC(C1)[C@H]1CCCC(=O)N1C2 (some centres undefined)	-13.7%
Cc1ccc(-n2nc3c(c2NC(=O)c2ccc(F)c(F)c2)CS(=O)(=O)C3)cc1	-2.6%
O=C(CSc1n[nH]c(-c2ccccc2)n1)N1CCN(c2ccccc2F)CC1	?
O=C1NCc2ccccc2CC12CCN(CCc1ccccc1)CC2	-27.3%[149 µM]
COc1ccc2nc(NC(=O)CCNC(=O)c3ccco3)sc2c1	13.4%
CCCN(Cc1cccc(OC)c1)C(=O)C(c1cccnc1)N1CCOCC1 (centres undefined)	36.9%[activator]

All compounds of this part, from the first entry:
SMILES	KDM5B inh
CCC(C)(C)C(=O)N1CC2CC(C1)[C@H]1CCCC(=O)N1C2 (some centres undefined)	-13.7%
Cc1ccc(-n2nc3c(c2NC(=O)c2ccc(F)c(F)c2)CS(=O)(=O)C3)cc1	-2.6%
O=C(CSc1n[nH]c(-c2ccccc2)n1)N1CCN(c2ccccc2F)CC1	?
O=C1NCc2ccccc2CC12CCN(CCc1ccccc1)CC2	-27.3%[149 µM]
COc1ccc2nc(NC(=O)CCNC(=O)c3ccco3)sc2c1	13.4%
CCCN(Cc1cccc(OC)c1)C(=O)C(c1cccnc1)N1CCOCC1 (centres undefined)	36.9%[activator]
C/C(=N\NC(N)=S)c1ccc2c3c(cccc13)CC2	?
CCC[C@H]1CN(CCS(C)(=O)=O)C[C@@H]1NC(=O)C1CCOCC1	-17.4%
COc1ccc(-c2nnc3n2CCN(C(=O)C2CCCC2)C3)cc1	-11.9%[86.2 µM]
CCOc1ccccc1N1CCN(C(=O)[C@H]2CCC[C@H]2NC(=O)c2ccncc2)CC1	-10.8%
COc1ccc(-n2[nH]c(-c3ccc(OC)c(OC)c3)cc2=O)cc1	?
COc1ccc(NC(=O)CSc2nnc(NC(=O)NC3CCCCC3)s2)cc1OC	-16.7%
CCC(=O)Nc1ccc(C2(C(=O)N(C)C)CCC2)cc1	-12.5%
COc1ccc(-c2noc(CSc3nnc(-c4ccco4)n3C3CCCCC3)n2)c(OC)c1	9.4%
Cc1noc(C)c1S(=O)(=O)N1CCC2(CC1)CCC(O)(CN(C)C)CC2	-21.2%
CC(=O)N1CCC(N2C[C@@H](CO)[C@H](NC(=O)c3ccccc3)C2)CC1	-28.9%
CN(CC(=O)Nc1ccccc1Br)C(=O)CCC1CCCC1	?
CCOCCCN(Cc1ccco1)C(=O)c1cc2c(s1)-c1c(C)cccc1OC2	?
COc1ccc(-c2nnc(SCC(=O)Oc3cc(C)ccc3C)o2)cc1	-28.1%
O=C(COC(=O)c1ccc2ccccc2n1)Nc1ccc(Cl)c(Cl)c1	1.0%
O=C(c1ccc2c(c1)OCO2)N1CCC2(CC1)NC(=O)N(c1ccc(F)cc1)N2	?
CCCNC(=O)N1CCCCCCNC(=O)[C@@H]2CCC[C@@H]21	-12.6%
Cc1cc(C(=O)C(=O)Nc2nncs2)c(C)n1-c1ccc(Cl)cc1	-27.2%
N#CC1(Br)C(=N)c2ccccc2CC12CCCCC2 (centres undefined)	?

An excerpt of these results, with the structure last.
KDM5B inh,SMILES
?,CN(CC(=O)Nc1ccccc1Br)C(=O)CCC1CCCC1
?,CCOCCCN(Cc1ccco1)C(=O)c1cc2c(s1)-c1c(C)cccc1OC2
-28.1%,COc1ccc(-c2nnc(SCC(=O)Oc3cc(C)ccc3C)o2)cc1
1.0%,O=C(COC(=O)c1ccc2ccccc2n1)Nc1ccc(Cl)c(Cl)c1
?,O=C(c1ccc2c(c1)OCO2)N1CCC2(CC1)NC(=O)N(c1ccc(F)cc1)N2
-12.6%,CCCNC(=O)N1CCCCCCNC(=O)[C@@H]2CCC[C@@H]21

Following part:
SMILES	KDM5B inh
CCOc1cc(CNCCSc2nnnn2C)ccc1OCc1ccc(Cl)cc1Cl	-13.9%
COc1ccc(S(=O)(=O)n2[nH]c(=O)c(CCO)c2C)cc1	-16.9%
CCOc1cc(/C=N/NC(=O)c2cc(-c3ccccc3)nc3ccccc23)ccc1O	87.6%[activator]
CCC1=C(C(=O)OC)C(c2cccc(C)c2)N2C(CC(=O)N3CCCCC3C)=CSC2=N1 (centres undefined)	?
O=C(Nc1cccc(Cl)c1)C1CCCN(c2nc3ncccc3o2)C1 (centres undefined)	?
Cc1ccsc1C(=O)N1CCOc2ccc(CN3CCc4ccccc4C3)cc2C1	-5.4%
COCCn1c(=O)[nH]c2cc(C(=O)N3CCN(c4cccc(Cl)c4)CC3)ccc2c1=O	-42.0%
CCOC(=O)C1=CN(CC(=O)Nc2cccc(C)c2)S(=O)(=O)N=C1C	3.2%
Cc1cc(N)c(-n2cc3c(c2-c2ccc(Br)cc2)c(=O)n(C)c(=O)n3C)cc1C	-26.7%
O=C(CCc1nc2ccccc2s1)NCCc1ccccc1F	-2.6%
O=C(O)C(c1c[nH]c2ccc(CO)cc12)N1CCN(Cc2cccs2)CC1 (centres undefined)	13.8%
COC(=O)CSCc1nc(-c2ccc(C(=O)OC)cc2)oc1C	?
CCCCN1C(=O)c2[nH]nc(-c3ccccc3O)c2C1c1cccc(OCc2ccccc2)c1 (centres undefined)	-3.8%
O=C(Cc1ccccc1)N1CC(Oc2ccc(-c3nc(-c4ccccc4)no3)cc2)C1	-7.2%
N/C(CCS(=O)(=O)c1ccc(Cl)cc1)=N\OC(=O)c1ccc(Cl)cc1	29.3%
O=C(NCCc1csc(-c2ccc(C(F)(F)F)cc2)n1)c1ccc(F)c(F)c1	?
O=S(=O)(NCCc1ccccc1)c1ccc(N2CCCCS2(=O)=O)cc1	?
CSCC(=O)N[C@H]1CCN2C(=O)c3ccccc3NC(=O)[C@@H]2C1	-28.1%[86.2 µM]
CC(=O)Nc1ccc(NC(=O)c2csc(NCC(C)C)n2)cc1	-6.3%
COC(=O)CCNC(=O)c1cccc(C)c1	21.2%
COc1cc(CNC(=O)[C@@H]2C[C@@H](c3cccc(C(F)(F)F)c3)N(C)C2)cc(OC)c1	-5.0%[86.2 µM]
COc1cc(C(=O)Nc2ccc3c(c2)nc(CN2CCC(C)CC2)n3C(C)C)cc(OC)c1OC	4.5%
CCN(CC)CCNC(=O)Cn1nc(C)c2c(C)n(-c3ccccc3)nc2c1=O	-6.7%
O=C(NCc1cccnc1)c1ccc(N2CC3CC(C2)[C@H]2CCCC(=O)N2C3)nc1 (some centres undefined)	?
Cc1cc(C(=O)CN2CCN(Cc3ccc4c(c3)CCO4)CC2)c(C)n1C1CCS(=O)(=O)C1 (centres undefined)	?
FC(F)(F)c1cccc(/C=N/N=C(c2ccccc2)c2ccccc2)c1	7.6%
CN(C)C(CNc1oc(-c2ccccc2F)nc1C#N)c1cccs1 (centres undefined)	?
CCOC(=O)C(C)(C)Sc1nc2c(cnn2-c2ccc(F)cc2)c(=O)[nH]1	2.0%
N#Cc1nc(-c2ccc(S(=O)(=O)N3CCOCC3)cc2)oc1NCc1ccc2c(c1)OCO2	?
O=C1NC(=NC2CCCCC2)C2(CCN(Cc3ccsc3)CC2)N1c1cc(F)cc(F)c1	-7.3%[115 µM]
O=C(c1ccsc1)N1CCCC(c2noc(COc3ccccc3)n2)C1 (centres undefined)	-25.1%
COc1ccc(-c2noc([C@@H]3Cc4nc[nH]c4CN3Cc3ccc(C)cc3)n2)cc1	?
Cc1cc(C)c(CC(=O)O)c(C)c1	14.8%
CC(C)C(=O)N1CCC(Oc2cccnc2)C1 (centres undefined)	23.5%
Cc1ccc(NC(=O)c2cc(NC(=O)C3CC3)cc3nc(C)ccc23)cc1	?
CCN(CC)CCNC(=O)C(=O)Nc1cccc2ncccc12	3.6%
Cc1ccc(NC(=O)CN(C)C(=O)CCNS(=O)(=O)c2ccc(C)cc2)cc1	6.0%
O=C(Cc1ccccc1F)N1CCC2(CCCCO2)CC1	-7.1%
O=C(Nc1ccc(C(=O)OCc2cc(=O)n3nc(C4CC4)sc3n2)cc1)c1ccccc1	3.6%
CCC(=O)c1ccc(OCC(=O)NCc2ccccc2CN2CCCC2)cc1	2.4%
COCCO[C@H]1C(=O)N(C2CCN(C(=O)c3ccco3)CC2)[C@H]1c1ccncc1	13.4%
N#Cc1ccc(S(=O)(=O)N2C[C@@H](Oc3cccnc3)C[C@H]2C(=O)N2CCCC2)cc1	31.0%
CCOC(=O)N1CCN(C(=O)CSc2nnc(-c3ccc(Cl)cc3)n2Cc2ccco2)CC1	7.9%
Cc1ccc(CNC(=O)N2CCCN(C)c3ccccc32)cc1	-38.4%
O=C1CCC(C(=O)N2CCN(c3ccncc3)CC(O)C2)=NN1 (centres undefined)	-0.7%
COC(=O)C1=C(c2ccccc2)c2cc(Cl)ccc2S(=O)(=O)N1CC(=O)Nc1cccc(C)c1	-1.4%
Cc1oc(-c2ccccc2)nc1CC(=O)N1CCC(N2CCCCC2)CC1	22.0%
CC(=O)N1CCCC1c1nc(C2CN(S(=O)(=O)c3c(C)noc3C)C2)no1 (centres undefined)	-0.1%
CCc1nc(-c2c3n(c(=O)n(CC(=O)NCc4ccc(C)cc4)c2=O)CCCC3)no1	-15.5%
CCOC(=O)c1c(C)[nH]c(C)c1S(=O)(=O)N1CCN(c2cc(Cl)ccc2C)CC1	-22.4%
CCOCCNc1ncnc2c1CN(c1ccc(C)cc1)C(=O)CN2C	-2.9%
CC1CCN(S(=O)(=O)c2ccc(-c3nc(C#N)c(NCCN4CCOCC4)o3)cc2)CC1	?
COc1ccccc1-c1nc(SCC(=O)c2ccc(Cl)cc2)n[nH]1	-15.0%
O=C(c1ccsc1)N1CC(c2noc(C3CCCN3CC3CC3)n2)C1 (centres undefined)	-24.3%
COc1ccc(CN2CCC3(CC2)CN[S+](=O)([O-])c2ccccc2N3)cc1	23.9%
Cc1cc(S(=O)(=O)Nc2cccc(C(F)(F)F)c2)sc1C(=O)O	14.3%
CCOc1ccc(Nc2cc(C(=O)NCc3ccccc3Cl)c3ccccc3n2)cc1	?
O=C(c1ccc(C(F)(F)F)cc1)N1CCn2c(nn(-c3ccc(Cl)cc3)c2=O)C1	-9.5%[115 µM]
COc1cccc(NC(=O)CN(C)C(C)C(=O)Nc2cc(Cl)ccc2OC)c1 (centres undefined)	0.2%
Cc1c(Cc2ccccc2)c(=O)oc2c(C)c(OCC(=O)NC(C)C)ccc12	1.7%
Additional entries follow:
SMILES	KDM5B inh
COc1cccc(-c2nc(CS(=O)(=O)CC(=O)NCc3cccnc3)c(C)o2)c1	16.8%
CCCCSc1nc(N)cc(N2CCCC(OCc3cccnc3)C2)n1 (centres undefined)	-12.8%
CC(C)=NNC(N)=S	-28.7%
OCCNc1nc(N2CCOCC2)nc2ccccc12	47.0%[activator]
CN1C(=O)c2cccn2CC1C(=O)NCc1ccco1 (centres undefined)	9.3%
COCCN1CCCCC(CC(=O)Nc2ccc(N3CCOCC3)cc2)C1=O (centres undefined)	-3.7%
O=C(N1CCCCC1)N1CCN(c2cc(Cl)ncn2)C(=O)C1	-5.0%[149 µM]
CCOc1ccccc1Nc1nnc(-c2cc3cc(Cl)ccc3oc2=O)s1	6.3%
COc1ccc(C(C(=O)NCC2CCCO2)N(C(=O)Cn2nnc3ccccc32)c2ccccc2C(C)=O)cc1OC (centres undefined)	11.7%
Cc1cccc(OCCc2noc(C3CCCCN3C(=O)c3ccccn3)n2)c1 (centres undefined)	9.7%
CN(C)C(=O)c1n[nH]c2c1CN(C(=O)c1ccc(Br)cc1)CC2	12.9%
CN1CC2(CCN(C(=O)c3cccc(C#N)c3)CC2)CC1C(=O)N1CCOCC1 (centres undefined)	-28.5%
COc1ccc2c(COC(=O)c3ccccc3OCC3CCCO3)cc(=O)oc2c1 (centres undefined)	?
Cc1cc(NC(=O)C(C)C)cc(-c2nc3ncccc3o2)c1O	-14.4%
Cc1ccc(C)c(NC(=O)Cn2c(=O)n(CCCS(=O)(=O)C3CCCCC3)c(=O)c3ccccc32)c1	-26.8%
Cc1ccccc1COC(=O)/C=C/c1ccc2ccccc2n1	3.5%
COc1ccc(CC(=O)N2CCC3(CC2)CC(O)CCO3)cc1Cl (centres undefined)	3.8%
COCCc1ccc(OCc2ccccc2-c2cc(C)n[nH]c2=O)cc1	-2.7%
Cc1ncccc1C(=O)N1CCC2(CCN(Cc3ccccn3)CC2)C(CO)C1 (centres undefined)	16.9%
O=C(NCC1(N2CCCCC2)CCCCC1)c1ccc(NC(=O)c2cccs2)cc1	4.8%
S=C(NCCc1cccs1)Nc1ccc(Cl)cc1Cl	12.2%
COc1ccccc1N1CCN(C(=O)C2CCN(S(=O)(=O)c3cccc4nonc34)CC2)CC1	-19.9%
CN(C)c1ccc(CN2CCC(c3nc4ccncc4[nH]3)C2)cc1 (centres undefined)	-8.3%[86.2 µM]
CC1CCCN(c2ncnc3c2CN(C2CCCNCC2)C(=O)CN3C)C1 (centres undefined)	?
N#Cc1ccc(S(=O)(=O)N2CCCN(c3ccc(C(F)(F)F)cn3)CC2)cc1	21.2%
CCCNC(=O)NC(=O)COC(=O)c1cc(C)nc2ccccc12	?
O=C(C1CCOCC1)N1CC(CO)C2(CCNCC2)C1 (centres undefined)	?
CN(C)c1ccc(-c2nnc([C@H]3CCN(CC4CCCCC4)C3)o2)cc1	31.6µM*
NC(=S)N/N=C1/CCCCC1c1ccccn1 (centres undefined)	?
CCCc1noc(-c2ccn3c(CNC(=O)c4cc(Cl)ccc4F)nnc3c2)n1	i
COc1ccccc1CC(=O)NCCn1ccn2nc(-c3ccc(C)c(C)c3)cc2c1=O	?
CCOC(=O)c1cc(N)ccc1N1CCOCC1	18.6%
COc1ccc(C)cc1NC(=O)C1N(C(C)C)C(=O)C12CCCC2 (centres undefined)	-23.6%
CN1C(=O)C(CC(=O)N2CCCC2)Sc2ncccc21 (centres undefined)	-7.1%
Cc1ncsc1C(=O)N1CCC2(CC1)OC(=O)N(Cc1ccccc1F)C2(C)c1ccccc1 (centres undefined)	1.2%

Screening results: PubChem, National Center for Advancing Translational Sciences (NCATS)
